Yeast eIF2B: modulators of yeast eIF2B activity | inhibition, % at 25 µM (by protocol) | AID 688 | 27,000 tested, 0.91% active | S. cerevisiae eIF2B-epsilon R284H, GCN4-lacZ luminescence;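 active means mutant luminescence inhibited past about 50% while wild type luminescence and mutant growth stay under set limits, limit read from the data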; further: some compounds called inactive have numbers as strong as hits
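Material: yeast eIF2B-epsilon R284H mutant carrying GCN4–beta-galactosidase fusion. Medium: YPD yeast growth medium. Incubation: 16 h growth with compound at 30 °C, 90 min Beta-Glo step. Signal: Beta-Glo luminescence plus absorbance at 595 nm. Evaluation: % inhibition of reporter signal and growth versus controls. Doses: 25 µM single dose.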
Yeast growth tox: Inhibitors of S. cerevisiae growth, toxicity | S. cerevisiae wild-type growth, A595 turbidity, 16 h | growth inhibition, % at 25 µM (by protocol) | 30,000 tested, 0.3% active;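 active means mutant and wild-type yeast strains alike exhibit over 30% growth inhibition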;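 further: 0% = untreated cell controls and 100% = YPD media blanks without cells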
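system = S. cerevisiae wild-type or eIF2Bepsilon-R284H mutant strain | buffer or medium = YPD medium | dosing = one dose, 25 µM compound, 0.2% DMSO | schedule = 16 h at 30 °C | measured by = A595 turbidity | evaluation = growth inhibition (%) versus cell controls and blanks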
Yeast growth tox inhibition %: also measured in Yeast growth tox; calls as there; growth inhibition, %; S. cerevisiae eIF2Bepsilon-R284H mutant growth, A595 turbidity, 16 h;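 each compound tested once at 25 µM; 0% equals untreated cells and 100% equals cell-free medium blanks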
Yeast eIF2B mutant toxicity: recorded beside Yeast eIF2B, whose call it bears; growth inhibition, %; measured here: mutant yeast growth, toxicity;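 each compound tested once at 25 µM; zero equals untreated control growth and 100 equals blank medium absorbance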
* marks the source's active call; other numbers are inactive results; x = not tested or not shown. Only part of the results is shown (hit frequency here may not be typical).

| entry | canonical_smiles | Yeast eIF2B | Yeast eIF2B mutant toxicity | Yeast growth tox | Yeast growth tox inhibition % |
| --- | --- | --- | --- | --- | --- |
| 1 | O=C(C1CCCC1)N(c1ccccc1)C1C=CS(=O)(=O)C1 (configuration not stated) | 22 | x | 8 | 0 |
| 2 | CCn1ncc(CNC(=O)CCSc2nc(-c3ccco3)cc(C(F)(F)F)n2)c1C | 32 | 19 | -9 | 19 |
| 3 | O=C(CN1CCc2[nH]c3ccccc3c2C1)N1CCCCC1 | 24 | 18 | 15 | 18 |
| 4 | O=C(Nc1cc2c(cc1Br)OCCO2)c1ccco1 | -20 | -4 | 19 | -4 |
| 5 | COc1ccccc1N(Cc1cc2cccc(C)c2[nH]c1=O)C(=O)C(C)C | 35 | -24 | -15 | -24 |
| 6 | O=C(O)C1CC=CCC1C(=O)Nc1cccc(Cl)c1 (configuration not stated) | 19 | 4 | 3 | 4 |
| 7 | COCCCNC(=O)Cn1nnc(-c2ccccc2NC(=O)c2ccc(F)cc2)n1 | x | x | 6 | 7 |
| 8 | N=c1c2c(-c3ccccc3)c(-c3ccccc3)n(Cc3ccco3)c2ncn1CCO | 0 | -8 | -2 | -8 |
| 9 | CCCC(=O)O[C@@H]1C[C@@H](C)N(C(=O)c2ccccc2)c2ccc(C)cc21 | 28 | -19 | 2 | -19 |
| 10 | Cc1ccc(-c2cc(C(=O)Nc3c(C)n(C)n(-c4ccccc4)c3=O)[nH]n2)c(O)c1 | x | x | -14 | -7 |
| 11 | CCOC(=O)N1CCN(C(=O)c2ccc(N3CCCC3=O)cc2)CC1 | 56* | x | 1 | -7 |
| 12 | COc1cc(C2NC(=O)C(C#N)=C(S)N2c2ccccc2)ccc1OC(C)C (configuration not stated) | -26 | 6 | 27 | 6 |
| 13 | CN(C)CCCCNCCCNC(=O)/C=N\O | 15 | 14 | 22 | 14 |
| 14 | CC(=O)OC12CC3CC(C1)C(=NO)C(C3)C2 | 36 | x | x | x |
| 15 | CCOC(=O)CSc1nnc(-c2ccc(OC)cc2)n1CC | -10 | 5 | -8 | 5 |
| 16 | COc1cc(F)ccc1S(=O)(=O)N1CCN(C23CC4CC(CC(C4)C2)C3)CC1 | 23 | 15 | 1 | 15 |
| 17 | CCc1cc2c(N3CCCCC3)ncnc2s1 | 25 | 4 | 0 | 4 |
| 18 | CCn1c(=O)n(CC(=O)Nc2cc(OC)ccc2OC)c(=O)c2ccccc21 | -12 | 2 | -10 | 2 |
| 19 | CCOC(=O)c1c(NC=O)sc2c1CCC2 | 8 | 23 | 9 | 23 |
| 20 | CC(C)CN(CCCNC(=O)CC1Oc2ccccc2NC1=O)CC(C)C (configuration not stated) | -6 | 10 | -1 | 10 |
| 21 | CC1CCc2sc(C(=O)Nc3nnc(SCc4ccc(F)cc4)s3)cc2C1 (configuration not stated) | 16 | -29 | 17 | -29 |
| 22 | O=C(CSc1nc2ccccc2c(=O)[nH]1)c1ccccc1 | -3 | 7 | -11 | 7 |
| 23 | O=C(NC12CC3CC(CC(C3)C1)C2)N1CC2Cc3cccc(=O)n3C(C2)C1 (configuration not stated) | 3 | 3 | 7 | 3 |
| 24 | CC(=O)c1cc2cc(O)ccc2o1 | 58 | 3 | -4 | 3 |
| 25 | Nc1nc(-c2ccccc2)nn1C(=O)Cc1ccccc1 | -23 | x | x | x |
| 26 | Cc1c(C(=O)NC2CCCCC2)oc2c1C(=O)CC(C)(C)C2 | 21 | x | x | x |
| 27 | Cc1ccc(C(=O)Nc2ccon2)cc1S(=O)(=O)N1CCOCC1 | 5 | x | 20 | 0 |
| 28 | Cc1ccc(OCCCNCCO)c(Br)c1 | 8 | 11 | 13 | 11 |
| 29 | CC1(C)OC(C(N)=O)C(C(N)=O)O1 (configuration not stated) | 21 | 20 | 13 | 20 |
| 30 | COc1cccc(C(=O)NCc2ccccc2OC)c1 | -7 | 23 | 18 | 23 |

Part of the list above, with each value named.
#25 Nc1nc(-c2ccccc2)nn1C(=O)Cc1ccccc1
  Yeast eIF2B = -23	Yeast eIF2B mutant toxicity = x	Yeast growth tox = x	Yeast growth tox inhibition % = x
#26 Cc1c(C(=O)NC2CCCCC2)oc2c1C(=O)CC(C)(C)C2
  Yeast eIF2B = 21	Yeast eIF2B mutant toxicity = x	Yeast growth tox = x	Yeast growth tox inhibition % = x
#27 Cc1ccc(C(=O)Nc2ccon2)cc1S(=O)(=O)N1CCOCC1
  Yeast eIF2B = 5	Yeast eIF2B mutant toxicity = x	Yeast growth tox = 20	Yeast growth tox inhibition % = 0
#28 Cc1ccc(OCCCNCCO)c(Br)c1
  Yeast eIF2B = 8	Yeast eIF2B mutant toxicity = 11	Yeast growth tox = 13	Yeast growth tox inhibition % = 11

(further entries)
| entry | canonical_smiles | Yeast eIF2B | Yeast eIF2B mutant toxicity | Yeast growth tox | Yeast growth tox inhibition % |
| --- | --- | --- | --- | --- | --- |
| 31 | Brc1ccc2[nH]ncc2c1 | 7 | 14 | 15 | 14 |
| 32 | CC(=O)c1cn(CC(=O)NCC2CCCO2)c2ccccc12 (configuration not stated) | 17 | x | 0 | 0 |
| 33 | CCOc1ccc(N(CCC#N)S(=O)(=O)c2ccc(OC)cc2)cc1 | 21 | 4 | 27 | 4 |
| 34 | O=C(OCc1ccc(Cl)cc1)c1cnccn1 | 21 | 5 | -11 | 5 |
| 35 | c1ccc(Oc2cccc(CN3CCOCC3)c2)cc1 | 20 | 23 | 20 | 23 |
| 36 | COc1cc(OC)cc(C(=O)N2CCN(C(=O)COc3ccc4ccccc4c3)CC2)c1 | -2 | x | x | x |
| 37 | CCCOc1ccc(N2C(=O)CC(NCc3ccncc3)C2=O)cc1 (configuration not stated) | 0 | -13 | -3 | -13 |
| 38 | CCC(CC)c1nc2cc(OC)c(OC)cc2c(=O)o1 | 22 | 4 | 24 | 4 |
| 39 | CN=c1scc(C)n1/N=C/c1ccc(O)c(O)c1O | x | x | 0 | 5 |
| 40 | CCOC(=O)c1cnc(SCC(=O)Nc2nc(C)c(C)s2)nc1N | 14 | -18 | -2 | -18 |
| 41 | Fc1ccc(CN2CCN(c3ncccn3)CC2)cc1 | 25 | 19 | -5 | 19 |
| 42 | Cc1ccc2c(c1)CCCN2C(=O)c1ccncc1 | 20 | 17 | 2 | 17 |
| 43 | CC(C)CC(=O)Nc1cc2nn(-c3ccccc3)nc2cc1Cl | x | x | 3 | 8 |
| 44 | Cc1cc(SCCOc2ccc(Br)cc2)nc(N)n1 | -8 | 22 | 12 | 22 |
| 45 | O=C(Nc1ccccc1)c1ccc(S(=O)(=O)N2CCOCC2)cc1 | x | x | -1 | 15 |
| 46 | COc1ccc(Cn2nnnc2C(c2cc3cccc(C)c3[nH]c2=O)N2CCOCC2)cc1 (configuration not stated) | 12 | 4 | 16 | 4 |
| 47 | C=CCn1c(SCC(=O)c2ccc(O)c(O)c2)nnc1-c1ccccc1OC | 8 | -6 | 33 | -6 |
| 48 | CC(C)NC(=O)c1ccc2c(c1)nnn2C | 17 | -10 | 20 | -10 |
| 49 | Cc1onc(-c2ccccc2)c1-c1n[nH]c(=S)n1-c1ccc(C(=O)O)cc1 | x | x | 21 | 17 |
| 50 | CC1CCN(S(=O)(=O)c2ccc(NC(=O)CCN3C(=O)c4ccccc4C3=O)cc2)CC1 | -26 | 6 | 13 | 6 |
| 51 | CCCN(CCC)CC(O)CN(c1ccccc1)S(=O)(=O)c1ccc(C)cc1 (configuration not stated) | 17 | 3 | 1 | 3 |
| 52 | C=CCn1c(Cc2ccc(OC(C)C)c(Cl)c2)nnc1SCC(N)=O | 7 | 11 | 18 | 11 |
| 53 | CN(c1ccccc1C(=O)N1CCc2ccccc2C1)S(C)(=O)=O | 34 | 7 | 15 | 7 |
| 54 | Cc1ccc(Cl)cc1N1CCN(C(=O)c2ccc(CN3CCOCC3)cc2)CC1 | -1 | x | x | x |
| 55 | O=C(NCc1ccccc1)C1CCCN(C(=O)Nc2ccccc2)C1 (configuration not stated) | -16 | -3 | 11 | -3 |
| 56 | CCOC(=O)C1CCCN(C2CC(=O)N(c3ccc(C)cc3)C2=O)C1 (configuration not stated) | -3 | 6 | 2 | 6 |
| 57 | Cc1nc(NC(=O)c2ccc(Br)o2)sc1C | 35 | 18 | 36 | 18 |
| 58 | COc1ccc(-c2cc(C(F)(F)F)n3nc(C(=O)N4CCCCC4)cc3n2)cc1OC | 13 | -15 | 1 | -15 |
| 59 | CCCc1cc(-c2nc(N)ncc2-c2ccc3c(c2)OCCCO3)c(O)cc1OC | 36 | x | x | x |
| 60 | COc1cc(C(=O)NCCN2CCOCC2)cc(OC)c1OC | 17 | 6 | 20 | 6 |
| 61 | C=CCn1c(SCC(=O)c2ccc(OC)cc2)nnc1-c1cc2cccc(OC)c2o1 | -27 | -13 | -43 | -13 |
| 62 | Cc1ccc2c(c1)N(CCC(=O)NCCN1CCOCC1)C(=O)CO2 | 19 | 14 | 13 | 14 |
| 63 | O=c1[nH]c2ccccc2c2nc3ccccn3c12 | 8 | 14 | -7 | 14 |
| 64 | CC1CCN(c2c([N+](=O)[O-])nn(-c3ccc4c(c3)OCCO4)[n+]2[O-])CC1 | 20 | 22 | 20 | 22 |
| 65 | CCOCCCNC(=O)C(c1ccc(Cl)cc1)N1CCN(C(=O)c2ccco2)CC1 (configuration not stated) | 0 | x | -16 | 0 |
| 66 | CCOC(=O)NC1(C(F)(F)F)C(=O)NC(C)=C1C#N (configuration not stated) | -3 | 5 | -6 | 5 |
| 67 | N#Cc1c(N)nc2c(c1-c1ccncc1)CCCC2 | 22 | x | 16 | 0 |
| 68 | CC1(C)C(O)=C(c2nc3ccccc3[nH]2)C(=N)N1c1ccccc1 | 18 | -5 | 2 | -5 |
| 69 | Cn1c(NCCN2CCCCC2)cc(=O)n(C)c1=O | 17 | 18 | 22 | 18 |
| 70 | CCCN=Cc1c(CCC)[nH]n(-c2nc3ccccc3s2)c1=O | 24 | -15 | -13 | -15 |
| 71 | CNc1nc(N)c(C(=O)C(C)(C)C)s1 | 12 | 7 | 22 | 7 |
| 72 | O=S(=O)(NCc1csc(-c2cccnc2)n1)c1ccc2c(c1)OCCO2 | 23 | -38 | -10 | -38 |
| 73 | COc1ccc(C(C#N)N2CCCCCC2)cc1OC (configuration not stated) | 23 | -4 | 1 | -4 |
| 74 | Cc1cc(=O)n(CNC(=O)c2ccccc2)c(=S)[nH]1 | 10 | 8 | 13 | 8 |
| 75 | CCn1c(Cn2nnc(-c3ccccc3)n2)nnc1SCC(=O)Nc1ccccc1 | 20 | x | x | x |

One compound at a time (already shown):
N=c1c2c(-c3ccccc3)c(-c3ccccc3)n(Cc3ccco3)c2ncn1CCO is listed with Yeast eIF2B = 0; Yeast eIF2B mutant toxicity = -8; Yeast growth tox = -2; Yeast growth tox inhibition % = -8
Cc1cc(SCCOc2ccc(Br)cc2)nc(N)n1 is listed with Yeast eIF2B = -8; Yeast eIF2B mutant toxicity = 22; Yeast growth tox = 12; Yeast growth tox inhibition % = 22

(cont.)
| entry | canonical_smiles | Yeast eIF2B | Yeast eIF2B mutant toxicity | Yeast growth tox | Yeast growth tox inhibition % |
| --- | --- | --- | --- | --- | --- |
| 76 | CC(C)n1c(C(O)c2ccccc2)nc2ccccc21 (configuration not stated) | 7 | -5 | 13 | -5 |
| 77 | O=c1[nH]c(SCC2CCCCO2)nc2ccccc12 (configuration not stated) | 16 | 14 | 11 | 14 |
| 78 | Cc1ccc(N=C2N=C(N)c3ccccc32)cc1C | 24 | 9 | 18 | 9 |
| 79 | CCOC(=O)C1=C(C)NC2=C(C(=O)CC(c3cccs3)C2)C1c1cccs1 (configuration not stated) | -2 | -7 | 0 | -7 |
| 80 | CCn1c(=O)n(CC)c2cc(S(=O)(=O)Nc3cc(C)cc(C)c3C#N)ccc21 | x | x | 17 | 12 |
| 81 | O=C(Nc1ccccc1)N(Cc1ccc2c(c1)OCO2)Cc1nc2ccccc2c(=O)[nH]1 | 15 | -5 | 4 | -5 |
| 82 | C=CCNC(=O)C(C#N)c1nc2ccccc2nc1N1CCN(Cc2ccccc2)CC1 (configuration not stated) | 28 | 21 | 20 | 21 |
| 83 | O=C(CCSc1nc(-c2ccco2)cc(C(F)(F)F)n1)NCC1CCCO1 (configuration not stated) | -19 | x | x | x |
| 84 | Cn1c(C(=O)N2CCN(c3ccc(Cl)cc3)CC2)cc2c(=O)[nH]c3ccccc3c21 | 15 | -11 | -27 | -11 |
| 85 | CC(C)c1ccc(CN(C(=O)c2cc3ccccc3oc2=O)C2CCS(=O)(=O)C2)cc1 (configuration not stated) | 39 | 11 | -3 | 11 |
| 86 | COc1ccc2c(c1)c(C(=O)CNc1nc(C)cs1)c(C)n2C | -24 | 14 | 0 | 14 |
